# CHT allo act: allosterically activates the human high affinity choline transporter; B-score at 10 µM; AID 488977; CHT-expressing cells, membrane potential dye, choline EC20; hits give high values; LV-AA mutant CHT in HEK293 cells; 310,000 compounds, 0.49% hits;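 active = initial fluorescence not abnormally high and integrated response B-score, plate-corrected, over 3 SD above library mean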
# OX1R antag-1: OX1R (human) antagonism | O43613 | OX1R-expressing cells, FRET antagonist read-out | inhibition, % at 6.6 µM | 330,000 compounds, 1.8% hits | AID 485270; in the data active = inhibition mostly above about 38%, no sharp cut-off; inactive = mostly below about 40%;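 note: 0% = agonist challenge alone and 100% = reference antagonist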
# Target sequence (O43613 whole entry, looked up): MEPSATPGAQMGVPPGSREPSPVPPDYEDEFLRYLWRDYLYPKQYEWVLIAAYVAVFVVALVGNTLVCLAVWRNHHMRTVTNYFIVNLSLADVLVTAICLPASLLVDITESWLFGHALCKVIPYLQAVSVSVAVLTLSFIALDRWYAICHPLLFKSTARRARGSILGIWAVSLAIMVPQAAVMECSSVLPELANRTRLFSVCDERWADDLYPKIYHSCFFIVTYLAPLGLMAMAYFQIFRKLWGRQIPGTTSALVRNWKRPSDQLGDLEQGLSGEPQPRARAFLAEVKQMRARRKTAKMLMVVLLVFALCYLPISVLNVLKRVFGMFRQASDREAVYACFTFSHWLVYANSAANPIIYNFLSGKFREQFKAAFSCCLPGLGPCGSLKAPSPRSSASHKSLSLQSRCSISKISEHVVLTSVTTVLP
# OX1R antag-2: blocks the human orexin 1 receptor | O43613 | CHO/OX1R cells, Fluo-8 calcium fluorescence, orexin A | inhibition, % at 5 µM | 330,000 compounds, 0.43% hits | AID 434989;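 active = inhibition above its plate's threshold, mean inhibition of all tested compounds on the plate plus 3 SD, cut at about 37% in these data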;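 note: 0% = orexin A challenge wells and 100% = SB-334867-A antagonist wells; not every result past the cut was called active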
# An asterisk follows results filed as active; i = inactive; x = not tested or not shown.
SMILES,CHT allo act,OX1R antag-1,OX1R antag-2
O=C(Nc1nc2ccccc2s1)C1CCCN1S(=O)(=O)c1ccc(Cl)cc1 (centres undefined),i,54*,0
COc1ccc(S(=O)(=O)N2CCCCCC2)cc1NC(=O)CN1C(=O)NC(C)(c2ccc(C)cc2)C1=O (centres undefined),i,7,-12
C=CCn1c(CNc2ccc(C)cc2)nnc1SCC(=O)N/N=C/c1ccc(O)cc1,i,2,-23
COc1ccc(Cl)cc1NC(=S)NCc1ccccn1,i,8,-17
COC(=O)[C@@]1(Cc2ccccc2)[C@H]2C(=O)N(Cc3ccccc3)C(=O)[C@H]2[C@H]2CN=C(SCc3ccc(C#N)cc3)N21,x,10,22
COc1ccccc1NC(=O)CCC(=O)Nc1nnc(C(F)(F)F)s1,i,13,-1
Cc1cc(N2CCN(c3ccccn3)CC2)n2nc(C)nc2n1,i,16,0
COc1ccc(-c2ccc3ccccc3n2)cc1OC,i,22,-38
O=C(COC(=O)C1CCCCC1)NCc1ccc(Cl)cc1,x,9,0
C#CCOCCOCCOCCNc1nc(N2CCN(C(=O)CCCCCCCCCCNC(=O)[C@@H](CCC(=O)O)n3cc(CCCCCN)nn3)CC2)nc(N2CCN(C(=O)CCCCCCCCCCNC(=O)[C@H](CCCCN)n3cc(C[C@@H](C)CC)nn3)CC2)n1,i,-14,-17
Cc1ccc2nc3c(nc2c1)-c1ccccc1C3=O,i,13,-3
CC(C)Nc1nc(NC(C)C)nc(C(N)=O)n1,i,3,-2
CC(=O)NC(NC(=S)Nc1ccc(N=Nc2ccccc2C)cc1C)C(Cl)(Cl)Cl (centres undefined),i,5,-10
CC(C)CCN1CC(=O)N2Cc3[nH]c4ccccc4c3C[C@H]2C1=O,i,14,-20
CSc1nsc(SC)c1NC(=O)N1CCCCC1,i,10,-20

# Seven compounds out of the list above, sorted by the value under OX1R antag-2, rising:
SMILES | OX1R antag-1 | OX1R antag-2
COc1ccc(-c2ccc3ccccc3n2)cc1OC | 22 | -38
CC(C)CCN1CC(=O)N2Cc3[nH]c4ccccc4c3C[C@H]2C1=O | 14 | -20
COc1ccc(Cl)cc1NC(=S)NCc1ccccn1 | 8 | -17
Cc1ccc2nc3c(nc2c1)-c1ccccc1C3=O | 13 | -3
CC(C)Nc1nc(NC(C)C)nc(C(N)=O)n1 | 3 | -2
COc1ccccc1NC(=O)CCC(=O)Nc1nnc(C(F)(F)F)s1 | 13 | -1
O=C(Nc1nc2ccccc2s1)C1CCCN1S(=O)(=O)c1ccc(Cl)cc1 (centres undefined) | 54* | 0

# 5 compounds picked at random from those above:
SMILES,CHT allo act,OX1R antag-1,OX1R antag-2
C=CCn1c(CNc2ccc(C)cc2)nnc1SCC(=O)N/N=C/c1ccc(O)cc1,i,2,-23
CSc1nsc(SC)c1NC(=O)N1CCCCC1,i,10,-20
CC(C)Nc1nc(NC(C)C)nc(C(N)=O)n1,i,3,-2
C#CCOCCOCCOCCNc1nc(N2CCN(C(=O)CCCCCCCCCCNC(=O)[C@@H](CCC(=O)O)n3cc(CCCCCN)nn3)CC2)nc(N2CCN(C(=O)CCCCCCCCCCNC(=O)[C@H](CCCCN)n3cc(C[C@@H](C)CC)nn3)CC2)n1,i,-14,-17
COc1ccc(-c2ccc3ccccc3n2)cc1OC,i,22,-38

# Next part
SMILES,CHT allo act,OX1R antag-1,OX1R antag-2
CCCCCn1c(=O)[nH]c2cc(C(=O)N3CCN(c4ccc(C(C)=O)cc4)CC3)ccc2c1=O,i,19,-13
Cc1nnn(-c2nonc2N)c1C(=O)N/N=C/c1ccccc1O,i,7,17
C[C@@H](NC(=O)c1[nH]cnc1C(=O)Nc1ccon1)c1ccccc1,x,8,-28
O=C(CCn1cnc(-c2ccccc2)c1-c1ccccc1)N/N=C/c1ccc(O)cc1,i,17,-35
CN(C)N=Nc1ccc(S(=O)(=O)/N=C(\O)c2ccccc2)cc1,i,-3,-15
CCOc1ccccc1NC(=O)N1CCCC1C(=O)NCc1cccs1 (centres undefined),i,27,-17
CC1=C([N+](=O)[O-])C(c2ccc(Cl)cc2)NC(=O)N1C (centres undefined),i,28,-7
CCC(=O)Nc1cc(Cl)ccc1N1CCN(C(=O)CC)CC1,i,8,-24
CC1Cn2c(nnc2-c2cccs2)S1 (centres undefined),i,17,5
O=C(COC(=O)/C=C/c1ccccc1[N+](=O)[O-])Nc1ccc2[nH]c(=O)[nH]c2c1,x,10,17
NC(=O)C1CCN(C(=O)COc2ccc(S(=O)(=O)NC3CCCC3)cc2)CC1,i,25,5
COc1cc(N)ccc1NC(=O)c1cccs1,i,18,-35
COc1ccc(C(C)=O)cc1CSc1nnc(C)n1-c1ccccc1,i,31,-10
CCCCNC(=O)Nc1nnc(SCC(=O)OCC)s1,i,11,1
O=C(N/N=C/C=C\c1ccccc1[N+](=O)[O-])c1cc(-c2ccccc2)nc2ccccc12,i,13,-24

# Three compounds already listed, sorted by SMILES length, rising:
SMILES,CHT allo act,OX1R antag-1,OX1R antag-2
COc1cc(N)ccc1NC(=O)c1cccs1,i,18,-35
CCC(=O)Nc1cc(Cl)ccc1N1CCN(C(=O)CC)CC1,i,8,-24
CCOc1ccccc1NC(=O)N1CCCC1C(=O)NCc1cccs1 (centres undefined),i,27,-17

# The listing continues:
SMILES,CHT allo act,OX1R antag-1,OX1R antag-2
CCOC(=O)N1CCN(C(=O)c2ccccc2Oc2ccccc2)CC1,i,15,-15
Nc1cc(Cl)c(N)cc1Cl,i,7,4
O=C(c1ccccc1)C(C(=O)N1CCc2ccccc2C1)n1ccccc1=O (centres undefined),i,23,-23
O=C(NCCCCc1ccccc1)c1cccc([N+](=O)[O-])c1,i,16,-2
O=C(O)C(c1ccccc1)N1C(=O)/C(=C\c2ccc(-c3ccccc3Cl)o2)SC1=S (centres undefined),i,-3,-1
Cc1ccnc(N2C(=O)c3ccccc3C2Nc2ccccc2Cl)c1 (centres undefined),i,16,-51
Cc1ccc2c(c1)N(CCCC(=O)NCc1ccc3c(c1)OCO3)C(=O)CO2,i,10,-17
Cc1cc(C)n(S(=O)(=O)c2ccccc2[N+](=O)[O-])n1,i,10,5
CCCCN(C(=O)CNC(=O)c1cccs1)C(C(=O)NC1CCCC1)c1ccncc1 (centres undefined),i,13,-25
COc1ccc(C)cc1NC(=O)Cn1c(=O)oc2ccccc21,i,-13,-5
CNC(=O)C(C#N)(Cc1cc(C(C)=O)ccc1OC)Cc1cc(C(C)=O)ccc1OC,i,34,-24
C=CCOc1cccc(C2C(C(=O)c3ccco3)=C(O)C(=O)N2Cc2ccco2)c1 (centres undefined),i,5,-3
CNC(CC(=O)c1ccc([N+](=O)[O-])cc1)C(Cl)(Cl)Cl (centres undefined),i,36,-5
COc1ccccc1NC(=O)c1cccc(S(=O)(=O)N2CCN(Cc3ccccc3)CC2)c1,i,24,-33
O=C(Nc1ccccc1Cl)N1CCN(c2ncccn2)CC1,i,17,-27
CCCCCCCNC(=O)c1cc(-c2ccncc2)nc2ccccc12,i,4,-70
Cc1ccc(/C([O-])=C(/C(=S)NCc2ccc3c(c2)OCO3)[n+]2ccc(N(C)C)cc2)c(C)c1,i,2,-17
COc1ccc2c(c1)C(c1ccc(N3CCOCC3)cc1)=NNC(c1cccnc1)=N2,i,19,-26
C=C(C)c1cccc(C(C)(C)NC(=O)NC2CCCC2)c1,i,5,-15
CC(Oc1ccc(Cl)cc1Cl)c1ccn[nH]1 (centres undefined),i,18,-17
CCCCNC(=O)COC(=O)CCC(=O)c1ccc(Cl)cc1,i,23,-15
C[n+]1ccc(C(=O)NCCC[N+](C)(C)C)cc1/C=N/O,7.3*,26,-8
COc1ccccc1N=Nc1ccc(O)c2ncccc12,i,17,-18
CCOC(=O)c1ccc(NC(=O)NC2CC3CCC(C2)N3Cc2nnnn2C(C)(C)C)cc1 (centres undefined),i,20,-21
Cn1c(=O)c([N+](=O)[O-])c(NCC2CCCO2)c2ccccc21 (centres undefined),i,15,-10
NNC(=O)c1csc(-c2ccccc2)n1,i,9,-4
CS(=O)(=O)c1ccccc1C(=O)Nc1ccc(S(=O)(=O)N2CCCC2)cc1,x,12,5
O=C(CNC(=O)c1cccnc1)N/N=C/c1cccnc1,i,1,1
O=C(Nc1ccccc1)C1=C[C@H](c2ccccc2)C[C@H](OCCCCO)O1,i,14,-11
[O-][n+]1cccc2ncc3cscc3c21,i,21,-1
COC(=O)C1=C(O)/C(=C\c2cc(C)n(-c3ccccc3C)c2C)N=C1C,i,30,-1
CCCCOc1ccc(C(=O)Nc2ccc(S(=O)(=O)Nc3cc(C)on3)cc2)cc1OC,i,9,0
CC(OC(=O)/C=C/c1cccs1)C(=O)NC1CCCCC1C (centres undefined),i,12,-26
COCC(=O)Nc1nc2ccc(C)cc2s1,i,12,3
Cc1nc(C)c(-c2ccc(SCC(=O)Nc3cccc(Cl)c3C)nn2)s1,i,14,-46
S=C(NCC1CCCO1)NC1CCCC1 (centres undefined),i,5,8
CCCCn1c(N)c(N(CCOC)C(=O)c2cc(S(=O)(=O)N3CCOCC3)ccc2F)c(=O)[nH]c1=O,i,4,-17
CCOc1cc(N2CCOCC2)c(OCC)cc1NC(=O)COC(=O)/C=C/c1ccc(OC(F)F)cc1,i,0,-18
CCN(CC)CCCCOc1ccccc1OC,i,11,-19
COc1ccc(CCCC(=O)NC(C)c2ccccc2)cc1 (centres undefined),i,8,-22
CC(=O)Nc1ccc(NC(=O)COC(=O)Cn2cnc3ccccc32)cc1,x,5,0
COc1ccc(C(=O)N2CCN(C(=O)Cc3ccccc3)CC2)cc1OC,i,12,2
COc1ccc(-c2noc(COC(=O)c3ccco3)n2)cc1OC,x,7,-13
COc1ccc([C@@H]2CC=C(C(=O)O)[C@H](c3ccc(Br)cc3)N2S(=O)(=O)c2ccccc2C)cc1,x,53*,-14
Cc1csc(NC(=O)c2cnc3ccccc3n2)n1,i,113*,-11
COc1ccc(/C=N\NC(=S)SCN2C(=O)C3CCC(C)(C2=O)C3(C)C)cc1 (centres undefined),i,24,-33
COc1cccc(/C=C/C(=O)NCc2ccc(S(N)(=O)=O)cc2)c1,i,12,2
COc1ccc(C(=O)NC2CCCN(Cc3ccccc3F)C2)c(OC)c1OC (centres undefined),i,10,-32
CCOC(=O)c1ccc(NC(=O)N2CCN(C(=O)C3CCCO3)CC2)cc1 (centres undefined),i,19,-28
Cc1nn(C)c(C(=O)Nc2ccn(C34CC5CC(CC(C5)C3)C4)n2)c1[N+](=O)[O-],i,8,-40
NC(=O)c1ccsc1NC(=O)CS(=O)(=O)c1ccc(F)cc1,i,4,-8
Cc1cccc(C)c1NC(=O)C1CC2CCC1C2 (centres undefined),i,17,-29
COc1ccccc1NC(=O)Nc1nnc(CC(=O)Nc2ccccc2)s1,i,6,-1
CNc1nc(NC)nc(-n2c(C(F)(F)F)nc3ccccc32)n1,i,11,-27

# Source: PubChem (several laboratories)
